Screening results as filed in PubChem BioAssay.
Tat transport – inhibitors of E. coli Tat protein transport; AID 488895; E. coli MC4100 TorA-mCherry Tat export, fluorescence; inhibition, % at 10 µM; actives 0.036% (n = 340,000);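 active means mean replicate inhibition at least 50% and at least half of replicates individually reaching 50%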;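 further: exported cargo escapes ClpAP degradation while cytoplasmic cargo is degraded and loses fluorescence; 0% = median of neutral control wells and 100% = median of NaSCN control wells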
DAGLB inhibitor – blocks human DAGLB lipase activity. Q8NCG7. HEK293T DAGLB membrane lysate, EnzChek fluorogenic substrate. inhibition, % at 5.17 µM. actives 0.059% (n = 340,000). AID 504411; in the data active means inhibition above about 34%;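 further: 0% = enzyme with vehicle and 100% = wells lacking enzyme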
Target sequence (Q8NCG7 whole entry, looked up): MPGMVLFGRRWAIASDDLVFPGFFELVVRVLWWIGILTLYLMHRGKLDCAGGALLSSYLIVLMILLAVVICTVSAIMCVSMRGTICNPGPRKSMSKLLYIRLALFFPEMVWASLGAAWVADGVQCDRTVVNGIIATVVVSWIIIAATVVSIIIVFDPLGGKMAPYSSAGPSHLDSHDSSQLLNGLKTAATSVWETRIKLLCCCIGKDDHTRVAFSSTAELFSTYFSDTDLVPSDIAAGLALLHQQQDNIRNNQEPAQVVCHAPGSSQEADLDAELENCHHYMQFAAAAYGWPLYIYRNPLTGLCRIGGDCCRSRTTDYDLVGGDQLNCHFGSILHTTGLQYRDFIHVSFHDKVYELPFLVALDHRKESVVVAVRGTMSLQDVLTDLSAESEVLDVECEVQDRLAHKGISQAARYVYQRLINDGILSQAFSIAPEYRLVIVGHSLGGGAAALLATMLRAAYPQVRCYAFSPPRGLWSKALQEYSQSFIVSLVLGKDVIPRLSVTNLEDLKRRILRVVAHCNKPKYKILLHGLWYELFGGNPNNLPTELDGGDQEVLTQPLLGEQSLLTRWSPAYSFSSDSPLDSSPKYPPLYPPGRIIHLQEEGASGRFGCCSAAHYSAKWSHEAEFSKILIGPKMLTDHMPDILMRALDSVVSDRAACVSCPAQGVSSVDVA
PfHsp90 set2 – growth inhibition of yeast expressing Plasmodium Hsp90; S. cerevisiae expressing PfHsp90, BacTiter-Glo ATP, 48 h; yeast lacking PDR1 and PDR3 efflux regulators; inhibition, % at 9.4 µM; actives 0.32% (n = 310,000); AID 504621;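 active means every replicate shows inhibition above about 80%, whatever the replicate mean, limit read from the data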;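 further: 0% = DMSO neutral controls and 100% = 20 µM radicicol positive controls; yeast relying on Plasmodium falciparum Hsp90 in place of its own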
CAL PDZ inh – blocks peptide binding to human CAL PDZ domain. Q9HD26. actives 0.02% (n = 330,000). purified CAL PDZ, TMR-peptide fluorescence polarization, 1 h. AID 504414. inhibition, % at 20 µM;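 active means highest replicate inhibition of at least 40%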;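 further: plate controls were DMSO neutral control wells for no effect and unlabeled competitor peptide control wells for full effect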
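material = purified tagged CAL PDZ domain construct (CerCALP) | buffer or medium = sodium phosphate/NaCl buffer pH 7.4 with TCEP, IgG, Thesit | reagent = TMR-labelled reporter peptide T*-PRC34 bound in PDZ groove | incubation = 1 h room-temperature incubation prior to read | measured by = fluorescence polarization (mP) | evaluation = percent inhibition from loss of millipolarization | control set = unlabelled peptide and DMSO controls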
phage Ecoli inh – E. coli growth loss with phage present | actives 0.26% (n = 360,000) | AID 651602 | growth absorbance | inhibition, % at 11.9 µM; in the data active means inhibition above about 11%
PvdQ inh – blocks Pseudomonas aeruginosa PvdQ acylase activity; purified PvdQ acylase, fluorescence plate reader; inhibition, % at 10 µM; actives 0.063% (n = 340,000); in the data active means inhibition above about 30%, passing the limit was not always enough;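 further: 0% = vehicle neutral wells and 100% = reference inhibitor wells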
AddAB inh – less growth of phage-infected E. coli with AddAB. E. coli expressing H. pylori AddAB, absorbance growth. inhibition, % at 11.9 µM. actives 0.29% (n = 330,000); in the data active means inhibition above about 12%;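 further: 0% = vehicle wells of infected cells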
Rtt109 HAT inh – C. albicans Rtt109 histone acetyltransferase inhibition; Q5AAJ8; purified Rtt109/Vps75, ThioGlo CoA-SH fluorescence, 4 h; actives 0.16% (n = 330,000); inhibition, % at 34.9 µM;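 active means inhibition of at least 50% in every replicate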
Target sequence (Q5AAJ8 whole entry, looked up): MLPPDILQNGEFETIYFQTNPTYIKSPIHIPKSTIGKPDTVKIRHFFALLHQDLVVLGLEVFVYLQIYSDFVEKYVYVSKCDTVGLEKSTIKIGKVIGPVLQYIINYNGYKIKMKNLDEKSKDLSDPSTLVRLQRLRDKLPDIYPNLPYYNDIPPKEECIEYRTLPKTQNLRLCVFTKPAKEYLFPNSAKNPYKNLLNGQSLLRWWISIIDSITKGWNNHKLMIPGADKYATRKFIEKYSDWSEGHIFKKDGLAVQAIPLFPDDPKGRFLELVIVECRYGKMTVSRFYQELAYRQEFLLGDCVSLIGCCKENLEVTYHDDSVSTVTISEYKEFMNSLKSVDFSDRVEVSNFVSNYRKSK
E coli growth – bacterial growth inhibition, counter-screen for AddAB inhibitors; actives 0.27% (n = 330,000); inhibition, % at 11.9 µM; E. coli V3065 growth, OD600 absorbance, 18 h; AID 449728;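 active means inhibition above the campaign's mean inhibition across all tested compounds plus 3 SD, cut at about 9.9% in these data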;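 further: uninfected addAB+ strain grown without phage in ampicillin broth; 0% = DMSO wells and 100% = ciprofloxacin 0.95 µg/ml wells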
Wnt bcat act – activates Wnt/beta-catenin signaling in a reporter cell assay; actives 1.2% (n = 300,000); activator, plate reader; activation, % at 9.35 µM; AID 743398; in the data active means activation above about 30%, passing the limit was not always enough;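 further: 0% = neutral control wells and 100% = positive control wells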
Active calls of the source: *.

How did COc1ccc(CN2CCOCC2)cc1 do in these assays?
Tat transport: 7; DAGLB inhibitor: 0; PfHsp90 set2: -7; CAL PDZ inh: 0.4; phage Ecoli inh: 5.2; PvdQ inh: 6; AddAB inh: 2.9; Rtt109 HAT inh: -3; E coli growth: 0.8

How did COc1ccc(/C=N/NC(=O)c2nc(Cl)c(Cl)c(N)c2Cl)cc1COc1ccccc1F do in these assays?
Tat transport: -7; DAGLB inhibitor: -2; PfHsp90 set2: -29; CAL PDZ inh: -0.6; phage Ecoli inh: 1.4; PvdQ inh: -3; AddAB inh: 1.7; Rtt109 HAT inh: -10; E coli growth: 0.2

Results for CCc1ccc([C@@H]2C[C@H]3CN(Cc4ccccc4OC)C(=O)[C@]34CCCN24)cc1 ?
Tat transport: 1; DAGLB inhibitor: -5; PfHsp90 set2: 7; CAL PDZ inh: -1.0; phage Ecoli inh: 3.6; PvdQ inh: 1; AddAB inh: -0.7; Rtt109 HAT inh: 0; E coli growth: -1.8; Wnt bcat act: -1

What do the screens show for `COCCN(CC(=O)Nc1ccccc1C(F)(F)F)C(=O)/C=C/c1ccc2ccccc2n1`?
Tat transport: 1; DAGLB inhibitor: 2; PfHsp90 set2: 7; CAL PDZ inh: 0.0; phage Ecoli inh: 1.6; PvdQ inh: -15; AddAB inh: -0.1; Rtt109 HAT inh: -3; E coli growth: -1.2; Wnt bcat act: -17

What do the screens show for `Cc1c(C(=O)C(=O)NCc2ccco2)c2ccccc2n1C`?
Tat transport: -1; DAGLB inhibitor: 1; PfHsp90 set2: -22; CAL PDZ inh: 1.9; phage Ecoli inh: 2.8; PvdQ inh: -10; AddAB inh: 4.0; Rtt109 HAT inh: -4; E coli growth: -0.2; Wnt bcat act: -1

Results for CC1Sc2ccc(C(=O)NCc3ccccc3Cl)cc2NC1=O (stereo unspecified) ?
Tat transport: -5; DAGLB inhibitor: -2; CAL PDZ inh: -0.1; phage Ecoli inh: 0.5; PvdQ inh: 16; AddAB inh: 0.7; Rtt109 HAT inh: 6; E coli growth: -0.5; Wnt bcat act: -1

Results for CCC(C)n1c(SC(C)C#N)nc2ccccc2c1=O (stereo unspecified) ?
Tat transport: 2; DAGLB inhibitor: -7; PfHsp90 set2: 9; CAL PDZ inh: -3.0; phage Ecoli inh: 1.6; PvdQ inh: -14; AddAB inh: 1.7; Rtt109 HAT inh: -5; E coli growth: 1.9; Wnt bcat act: -3

Results for O=C(O)c1ccc(CSc2nnnn2-c2ccc(F)cc2)cc1 ?
Tat transport: 2; DAGLB inhibitor: -2; PfHsp90 set2: -6; CAL PDZ inh: 0.1; phage Ecoli inh: 2.3; PvdQ inh: 8; AddAB inh: -0.7; Rtt109 HAT inh: -4; E coli growth: -0.8; Wnt bcat act: 3

How did O=C(Nc1ccc2c(c1)OCO2)c1cnc2n(c1=O)CCS2 do in these assays?
Tat transport: -3; DAGLB inhibitor: 2; PfHsp90 set2: 12; CAL PDZ inh: -2.8; phage Ecoli inh: -0.7; PvdQ inh: -6; AddAB inh: 4.0; Rtt109 HAT inh: -7; E coli growth: 3.3

What do the screens show for `CCCCn1c(N)c(N(CC)C(=O)Cc2ccc(S(=O)(=O)N3CCOCC3)s2)c(=O)[nH]c1=O`?
Tat transport: 2; DAGLB inhibitor: 2; PfHsp90 set2: -23; CAL PDZ inh: -1.6; phage Ecoli inh: 0.4; PvdQ inh: -3; AddAB inh: 1.9; Rtt109 HAT inh: 0; E coli growth: 0.1; Wnt bcat act: 1

Reprinted from the part before: three compounds; new compounds follow.
Results for O=C(O)c1ccc(CSc2nnnn2-c2ccc(F)cc2)cc1 ?
Tat transport: 2; DAGLB inhibitor: -2; PfHsp90 set2: -6; CAL PDZ inh: 0.1; phage Ecoli inh: 2.3; PvdQ inh: 8; AddAB inh: -0.7; Rtt109 HAT inh: -4; E coli growth: -0.8; Wnt bcat act: 3

How did O=C(Nc1ccc2c(c1)OCO2)c1cnc2n(c1=O)CCS2 do in these assays?
Tat transport: -3; DAGLB inhibitor: 2; PfHsp90 set2: 12; CAL PDZ inh: -2.8; phage Ecoli inh: -0.7; PvdQ inh: -6; AddAB inh: 4.0; Rtt109 HAT inh: -7; E coli growth: 3.3

What do the screens show for `CCCCn1c(N)c(N(CC)C(=O)Cc2ccc(S(=O)(=O)N3CCOCC3)s2)c(=O)[nH]c1=O`?
Tat transport: 2; DAGLB inhibitor: 2; PfHsp90 set2: -23; CAL PDZ inh: -1.6; phage Ecoli inh: 0.4; PvdQ inh: -3; AddAB inh: 1.9; Rtt109 HAT inh: 0; E coli growth: 0.1; Wnt bcat act: 1

How did COc1ccc(S(=O)(=O)Cc2ccc(C(=O)N3CCN(c4ccccc4F)CC3)o2)cc1 do in these assays?
Tat transport: -1; DAGLB inhibitor: -2; PfHsp90 set2: 18; CAL PDZ inh: -0.8; phage Ecoli inh: 2.0; PvdQ inh: -12; AddAB inh: 4.0; Rtt109 HAT inh: -2; E coli growth: 1.3; Wnt bcat act: -3

How did CN1/C(=C\C(=O)COC(=O)c2ccc(O)c(O)c2)C(C)(C)c2ccccc21 do in these assays?
phage Ecoli inh: 8.9; AddAB inh: 4.1; E coli growth: 0.8; Wnt bcat act: -3

How did Cc1cc(NC(=O)c2cc(-c3ccccc3C)nc3ccccc23)no1 do in these assays?
Tat transport: 1; DAGLB inhibitor: 0; PfHsp90 set2: -46; CAL PDZ inh: -0.1; phage Ecoli inh: 1.8; PvdQ inh: -8; AddAB inh: 3.1; Rtt109 HAT inh: -2; E coli growth: 1.0; Wnt bcat act: -1

What do the screens show for `CCOC(=O)CSc1nc2ccc(N3CCOCC3)cc2c(=O)n1Cc1ccccc1`?
Tat transport: -2; DAGLB inhibitor: 3; PfHsp90 set2: 13; CAL PDZ inh: -0.4; phage Ecoli inh: 0.0; PvdQ inh: -13; AddAB inh: 2.3; Rtt109 HAT inh: -20; E coli growth: 0.7; Wnt bcat act: 0

What do the screens show for `CCN(CC)C(=O)c1cc2cc([N+](=O)[O-])ccc2s1`?
Tat transport: 14; DAGLB inhibitor: -4; PfHsp90 set2: -2; phage Ecoli inh: 1.8; PvdQ inh: -12; AddAB inh: 6.2; Rtt109 HAT inh: 5; E coli growth: 0.1; Wnt bcat act: 0

How did Cc1ccc(S(=O)(=O)N2CC3CCCN3c3ccc(C(F)(F)F)cc32)cc1 (stereo unspecified) do in these assays?
Tat transport: -7; DAGLB inhibitor: -5; PfHsp90 set2: 14; CAL PDZ inh: 0.1; phage Ecoli inh: 0.2; PvdQ inh: 11; AddAB inh: 0.6; Rtt109 HAT inh: -2; E coli growth: 0.2; Wnt bcat act: -5

What do the screens show for `O=C(ONC1=NCCCCC1)c1cccc([N+](=O)[O-])c1`?
Tat transport: -12; DAGLB inhibitor: 0; PfHsp90 set2: -6; CAL PDZ inh: -1.9; phage Ecoli inh: 3.3; PvdQ inh: 6; AddAB inh: 1.3; Rtt109 HAT inh: 29; E coli growth: 0.6; Wnt bcat act: -7

Results for COC(=O)c1ccccc1S(=O)(=O)N1CCC(C(=O)OCC(=O)NC2CCCCC2C)CC1 (stereo unspecified) ?
Tat transport: 2; DAGLB inhibitor: 4; PfHsp90 set2: -6; CAL PDZ inh: -0.7; phage Ecoli inh: 0.9; PvdQ inh: -16; AddAB inh: 0.9; Rtt109 HAT inh: -3; E coli growth: -0.9; Wnt bcat act: 0

Results for N#Cc1cn(-c2cccc(C(F)(F)F)c2)c(=O)[nH]c1=O ?
Tat transport: -8; DAGLB inhibitor: 1; PfHsp90 set2: 15; CAL PDZ inh: -1.5; phage Ecoli inh: 0.1; PvdQ inh: 11; AddAB inh: 0.8; Rtt109 HAT inh: 21; E coli growth: -0.7; Wnt bcat act: 1

How did O=C(Nc1ccc2c(c1)CCC2)c1cc(F)cc(F)c1 do in these assays?
Tat transport: 7; DAGLB inhibitor: -11; PfHsp90 set2: 13; CAL PDZ inh: -1.3; phage Ecoli inh: 3.2; PvdQ inh: -5; AddAB inh: 2.9; Rtt109 HAT inh: -1; E coli growth: 0.5; Wnt bcat act: 1

What do the screens show for `CC(CCCC(C)(C)O)NC(=O)c1ccc2oc(CCc3ccccc3)nc2c1` (stereo unspecified)?
Tat transport: -1; DAGLB inhibitor: 2; PfHsp90 set2: 18; CAL PDZ inh: -0.3; phage Ecoli inh: -1.2; PvdQ inh: -8; AddAB inh: 0.9; Rtt109 HAT inh: -11; E coli growth: -0.8; Wnt bcat act: 5

How did CC1C(=O)CCCCCCCCCC2C1(N1CCOCC1)CS2(=O)=O (stereo unspecified) do in these assays?
Tat transport: -8; DAGLB inhibitor: 1; CAL PDZ inh: 0.5; phage Ecoli inh: -3.5; PvdQ inh: -15; AddAB inh: 1.5; Rtt109 HAT inh: 7; E coli growth: 2.0; Wnt bcat act: -2

How did CN(C(=O)c1ccc([N+](=O)[O-])cc1)c1ccccc1C(=O)NCc1ccccc1 do in these assays?
Tat transport: 14; DAGLB inhibitor: 1; PfHsp90 set2: -18; CAL PDZ inh: -2.1; phage Ecoli inh: 0.9; PvdQ inh: -8; AddAB inh: 0.4; Rtt109 HAT inh: 3; E coli growth: -0.5; Wnt bcat act: 3

What do the screens show for `CC(C)CN1CCN(Cc2cnc(-c3ccc(Cl)cc3)nc2)CC1CCO` (stereo unspecified)?
Tat transport: -5; DAGLB inhibitor: 1; PfHsp90 set2: -24; CAL PDZ inh: -0.5; phage Ecoli inh: 1.7; PvdQ inh: 0; AddAB inh: 0.3; Rtt109 HAT inh: 3; E coli growth: 0.6; Wnt bcat act: 0

How did NNC(=O)Cn1nc(Cc2ccccc2)n(N)c1=O do in these assays?
Tat transport: -7; DAGLB inhibitor: -2; PfHsp90 set2: 11; CAL PDZ inh: -0.2; phage Ecoli inh: 2.4; PvdQ inh: -12; AddAB inh: 1.3; Rtt109 HAT inh: -20; E coli growth: 0.9; Wnt bcat act: 1

How did Cc1ccc2c(c1)cc(CN(Cc1ccc3c(c1)OCO3)C(=O)c1ccccc1)c1nnnn12 do in these assays?
Tat transport: -2; DAGLB inhibitor: -1; PfHsp90 set2: -26; CAL PDZ inh: -1.7; phage Ecoli inh: 0.0; PvdQ inh: -11; AddAB inh: 0.8; Rtt109 HAT inh: -6; E coli growth: 1.6

Results for NC(=S)Nc1ccc(Cl)c(Cl)c1 ?
Tat transport: -6; DAGLB inhibitor: -1; PfHsp90 set2: 19; CAL PDZ inh: -0.9; phage Ecoli inh: 0.4; PvdQ inh: -6; AddAB inh: 2.9; Rtt109 HAT inh: 4; E coli growth: 2.5; Wnt bcat act: 1

What do the screens show for `CCOc1ccc(OCC)c(NS(=O)(=O)c2cccc3nsnc23)c1`?
Tat transport: -11; DAGLB inhibitor: 1; phage Ecoli inh: 0.9; PvdQ inh: -13; AddAB inh: 3.8; Rtt109 HAT inh: 2; E coli growth: 0.4; Wnt bcat act: 3

Results for COc1ccc(NC(=O)C2CC(=O)N(CCc3ccc(F)cc3)C2)c(OC)c1 (stereo unspecified) ?
Tat transport: -8; DAGLB inhibitor: 0; PfHsp90 set2: 6; CAL PDZ inh: -0.4; phage Ecoli inh: 0.4; PvdQ inh: 2; AddAB inh: 4.2; Rtt109 HAT inh: 2; E coli growth: -1.5; Wnt bcat act: -4
